Bioassay records deposited in PubChem by several laboratories.
Insulin prom up: MIN6 insulin promoter up-regulation. actives 0.3% (n = 190,000). MIN6 insulin promoter-GFP reporter, high-content imaging; hits give high values. z-score at 5 µM. AID 1625;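 active = z-score above 3 at 5 µM with at least 500 cells counted in the well; inconclusive = wells under 500 cells, flagged as cytotoxic or low count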
Autophagy HCS: autophagy modulation, high-content screen | MEF GFP-LC3 puncta imaging; test concentration mostly 10 µM | calls only at 10 µM (by protocol) | actives 0.98% (n = 190,000);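 active = percentage of spot-positive cells more than 3 SD above its plate mean, without a fluorescence outlier flag or 80% toxicity; inconclusive = no clear call, values can overlap the other calls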;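 also: spot-positive cell cutoff set from DMSO-treated cells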
TNAP activation fold: human TNAP enzyme activators, primary screen, biochemical, luminescent, no phosphate acceptor, uHTS (AID 1001); purified TNAP, luminescent activation assay, no phosphate acceptor; higher activation fold means a stronger effect; activation fold at 20 µM, or EC50 in µM where a hit was titrated; actives 0.03% (n = 200,000); in the data active = activation fold from about 3, or a potency from the dose series; inactive = the rest, 99 in 100 with activation fold below about 1.6; also: many of its hits are not listed in these tables
PMI inhibition: MPI inhibition at elevated mannose 6-phosphate – biochemical, fluorescence intensity, high mannose 6-phosphate, primary screen (AID 1220); recombinant PMI enzyme, coupled fluorescence intensity; higher % means a stronger effect; inhibition, % at 20 µM, or IC50 in µM where a hit was titrated; actives 0.66% (n = 190,000)
human PMI inhibition: inhibitors of human PMI, primary screen, biochemical, fluorescence intensity, coupled assay (AID 1209); purified PMI enzyme, coupled fluorescence intensity; higher % means a stronger effect; inhibition, % at 20 µM; hits with a dose series show IC50 in µM; actives 0.42% (n = 190,000);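 also: plate controls were DMSO vehicle for no effect and wells lacking substrate for full effect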
Lipid droplet: hepatic lipid droplet formation modulation. AML12 mouse hepatocytes, oleate lipid droplets, BODIPY imaging. inhibition, % at 6.5 µM. actives 0.4% (n = 240,000). AID 1656;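 active = lipid droplet intensity inhibited by at least 50%, with more than 500 cells counted; inconclusive = wells with under 300 cells, treated as cytotoxic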
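Assay system: AML12 mouse liver cells | Compound dosing: One dose, 6.5 µM compound | Read-out basis: Droplet intensity reduction, % inhibition | Measured by: Fluorescence imaging, 20x objective, two fields per well | Schedule: Overnight treatment with compound plus oleate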
T cell modulator: modulates CD8 T cell binding to vesicles | 2C CD8+ T cell-vesicle binding, flow cytometry; hits give low values | calls only at 7 µM | actives 0.068% (n = 330,000) | AID 2052;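 active = response, share of CD8 T cells binding vesicles, and their 90th percentile fluorescence all below set limits, cut at about 80% in these data, passing the limit was not always enough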
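Test system: purified 2C TCR transgenic mouse naive CD8+ T cells. Probe or stimulus: QL9-peptide-loaded Drosophila micro-vesicles bearing Ld, ICAM-1 and B7-1. Incubation: binding step 1.5 h, 37 °C, antibody labelling 20 min, ice. Measured by: flow cytometry of vesicle-bound cells.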
MT stabilize HCS: stabilizes microtubules in HeLa cells; AID 2205; HeLa tubulin immunostaining HCS, 24 h; share of cells brighter than vehicle mean+2SD; actives 0.83% (n = 200,000); % tubulin-high responders, % at 10 µM;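 active = plate Z-score above 3 for both tubulin-high and condensed-nucleus cell shares, with cell loss under 80%, at 10 µM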;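 also: anti alpha tubulin signal scored within the nucleus-defined area of each cell; some results filed as inactive read as strong as hits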
b-catenin transl: alters nuclear translocation of beta-catenin in HeLa cells; immunofluorescence imaging; nuclear translocation activity, % at 5 µM; actives 0.3% (n = 190,000);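 active = nuclear translocation activity above 50% at 5 µM, with a well cell count of 50 or more; inconclusive = wells under 50 cells across six images, flagged as toxic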;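 also: per-cell ratio of nuclear to cytoplasmic median beta-catenin stain intensity; plate controls were DMSO negative control for no effect and GSK-3 inhibitor IX positive control for full effect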
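Read-out: Nuclear/cytoplasmic beta-catenin signal ratio, % activation | Assay system: Human HeLa cell line | Times: 24 h compound exposure at 37°C, 5% CO2 | Signal: Fluorescence imaging of beta-catenin antibody stain plus DAPI | Dosing: 5 µM primary, 0.02–20 µM confirmation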
Insulin prom up cell count: also measured in Insulin prom up; calls as there; cell count; measured here: cytotoxicity, nuclei count;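 total cells summed across four imaged fields per well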
Lipid droplet cells 6.5 µM: recorded beside Lipid droplet, whose call it bears; cell count; measured here: cell count, cytotoxicity flag;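 cells counted across two imaged fields per well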
b-catenin transl cell count 5 µM: also measured in b-catenin transl; calls as there; cell count; measured here: cell count, cytotoxicity flag
T cell modulator vesicle-bound %: also measured in T cell modulator; calls as there; double positive events, %; measured here: CD8+ vesicle-bound cell fraction;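 binding gate set so that unloaded-vesicle control wells show 10% double positive cells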
MT stabilize HCS Hoechst-high %: second read-out of MT stabilize HCS, no call of its own (marks repeat the call); % Hoechst-high responders; measured here: nuclear condensation Hoechst responders;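 share of cells brighter than vehicle mean plus two SD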
MT stabilize HCS cytotoxicity %: second read-out of MT stabilize HCS, no call of its own (marks repeat the call); toxicity, %; measured here: cytotoxicity by cell density;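 0% = mean cell density of plate MIN control wells and 100% = no cells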
Autophagy HCS cell loss 18 h: further read-out of Autophagy HCS, marked with its call; toxicity, %; measured here: cell loss, nuclei count;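 cell loss after 18 h compound exposure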
The depositor's hits bear a star; i = inactive; ? = inconclusive; nt = no result given. Rule as the data show it, unless noted: active = inhibition above about 50%; inactive = the rest.

SMILES	Insulin prom up	Insulin prom up cell count	Autophagy HCS	Autophagy HCS cell loss 18 h	TNAP activation fold	PMI inhibition	human PMI inhibition	Lipid droplet	Lipid droplet cells 6.5 µM	T cell modulator	T cell modulator vesicle-bound %	MT stabilize HCS	MT stabilize HCS Hoechst-high %	MT stabilize HCS cytotoxicity %	b-catenin transl	b-catenin transl cell count 5 µM
CCOC(=O)c1ccc(NS(=O)(=O)c2ccc3c(c2)oc(=O)n3C)cc1	0.53	1195	nt	nt	1.1	-6%	-2%	9	652	i	12	3.7	3.1	5.6	-2.7	1268
Cc1noc(C)c1COc1cccc(C(=O)N2CCN(C/C=C/c3ccccc3)CC2)c1	-1.7	969	i	-4	1	0%	38%	5	756	i	25	5.3	4.4	2.6	3.9	1054
O=C(NN1CCCCC1)c1ccc(COc2ccc(Cl)cc2)cc1	-0.51	1630	i	20	1.1	-9%	-10%	-24	678	i	59	3.7	2.2	4.8	-0.5	1065
O=C(/C=C/c1ccc(Cl)cc1Cl)Nc1cccc(S(=O)(=O)NC2=NCCCCC2)c1	0.03	1400	i	6	1	6%	10%	-4	599	i	9	1.4	1.5	3.4	-1.5	1021
O=C(CSc1nccn1-c1ccc(Cl)cc1)NCc1ccc2c(c1)OCO2	-0.76	833	i	-2	1.1	13%	12%	nt	nt	i	32	6.5	2.1	6.8	4.1	1084
CSc1cccc(NC(N)=S)c1	-0.23	1205	nt	nt	nt	nt	nt	-18	738	i	37	nt	nt	nt	0.2	1346
CCOC(=O)C1CCN(C(=O)Cn2cc(C(=O)C3CC3)c3ccccc32)CC1	-0.3	1230	i	-9	1.1	0%	0%	8	722	i	41	2.7	1.3	0.3	2.6	1123
CCNC(=O)CCSc1nc2cc(Cl)ccc2o1	-0.43	1188	i	10	1	-4%	-6%	15	754	i	45	2.4	1.5	2.1	-0.9	501
O=C(NCCCN1CCCC1=O)C1CCN(S(=O)(=O)N2CCOCC2)CC1	0.45	1766	i	4	1.1	14%	14%	-10	665	nt	nt	2.4	1.7	1.6	0.3	1055
COC(=O)c1c(C(=O)OC)c(-c2ccc(C)cc2)n2c1CS(=O)(=O)C2	-0.42	782	i	8	1.1	-8%	-6%	-1	826	i	25	1.4	0.9	3.6	nt	nt
CCOC(=O)c1ccc(N=Cc2nc3ccccc3n2C)cc1	-0.5	1274	i	15	0.9	9%	8%	nt	nt	i	35	4.1	2.3	6.5	-1.6	1025
CCCCCN1C(C)=CC(=C(C#N)C#N)C=C1C	-0.94	1168	i	-1	1	-12%	-7%	-8	687	i	28	6.5	0.9	1.9	0.1	1079
CC1(C)Cc2c(C#N)c(N3CCN(C(=O)c4ccco4)CC3)nc(-c3ccco3)c2CS1	?	nt	i	34	1.1	15%	5%	-3	775	i	20	3.4	2.7	6.9	1.4	970
COc1ccc(C(=O)COC(=O)/C=C/c2ccc(S(=O)(=O)Nc3cccc(S(N)(=O)=O)c3)cc2)cc1	nt	nt	i	-7	0.6	15%	18%	-1	704	i	51	3.4	3.2	10	0.5	1491
CC(/C=N/NC(=O)Cn1cnc2c1c(=O)n(C)c(=O)n2C)=C\c1ccco1	0.33	1392	nt	nt	nt	nt	nt	-3	747	i	19	nt	nt	nt	-2.4	1144
CSc1ccc(C2C(C#N)=C(N)Oc3c2ccc(=O)c2c(C)oc(C)c32)cc1 (stereo not given)	1.5	1663	i	1	1	14%	15%	0	653	i	26	5.1	1.9	3.7	-2.2	1065
Cc1ccc2c(c1)-c1c(cnn1CC(=O)N(Cc1ccco1)C1CCCCC1)CO2	-0.12	2001	nt	nt	1.1	20%	16%	-32	542	i	24	5.4	1.6	10	-4.3	1150
Cc1cccc(C(=O)Oc2ccc(/C=N/O)cc2)c1	nt	nt	i	8	1.1	13%	9%	-2	717	i	15	3.5	1.7	8.6	1.7	473
COc1ccc(CCNC(=O)COc2ccc(S(=O)(=O)N3CCOCC3)cc2)cc1OC	-0.44	1281	i	-2	1.1	-3%	1%	1	770	i	22	3.3	4.1	4.3	-0.2	1036
Cn1nnnc1SCc1ccc(C(=O)Nc2nccs2)cc1	0.53	1158	i	1	1.1	14%	21%	-1	752	i	35	1.4	4.8	11	0.7	970
Cc1cccc(Cn2cc(/C=C/[N+](=O)[O-])c3ccccc32)c1	0.55	1080	i	0	1	8%	16%	nt	nt	i	34	2.6	2.0	1.6	3.6	1208
COc1ccccc1N1CCN(C(C)C(=O)Nc2ccc(S(=O)(=O)N3CCOCC3)cc2)CC1 (stereo not given)	-0.07	1666	i	-4	1	11%	9%	3	670	i	43	1.9	3.0	8.6	1.4	879
O=c1cc(-c2ccccc2Cl)oc2c(NS(=O)(=O)c3cc(Cl)cc(Cl)c3O)ccc(O)c12	0.32	1084	i	-8	0.9	-7%	-3%	-10	731	i	52	3.8	2.2	8.5	nt	nt
COc1cccc(-c2nnc(SCC(=O)Nc3cc(C)on3)o2)c1	0.7	1523	i	-2	1.1	4%	-11%	nt	nt	i	27	2.3	1.9	6.3	-3.6	918
CCSc1nc2ccccc2n1Cc1cccc([N+](=O)[O-])c1	0.89	1398	i	3	1.1	2%	7%	nt	nt	i	19	1.6	1.4	9.5	1.6	1343
COCc1ccc(C(=O)N2CCCC(C(=O)c3cc(F)ccc3F)C2)s1 (stereo not given)	2.1	1537	i	5	1	1%	-2%	2	740	i	32	2.8	1.4	7.1	0.1	1461
Cc1ccccc1-c1cc(=O)c2c(O)cccc2o1	0.9	588	nt	nt	nt	nt	nt	9	679	i	25	nt	nt	nt	0.1	1089
O=C(Oc1c(Cl)cc(Cl)c2cccnc12)c1ccco1	0.24	804	i	21	1.2	9%	16%	1	737	i	33	1.9	1.6	2.7	-1.6	998
Cc1cc(=O)oc2cc(OCC(=O)OCC(=O)NC3CC3)ccc12	3.8*	1357*	i	-4	1.1	2%	-1%	2	720	i	56	3.2	2.3	10	-1.3	1044
Nc1nnc(Cc2ccc(Cl)c(Cl)c2)s1	-0.8	1215	i	2	1.1	2%	4%	-7	692	i	51	3.2	1.3	3.5	nt	nt
Cc1ccccc1NC(=O)N1CCN(C/C=C/c2ccccc2)CC1	-0.16	1537	i	-29	1.2	-2%	-5%	12	706	i	33	3.0	1.5	6.7	-4.9	1054
CCOC(=O)c1sc(C)c2c(=O)n(CC(=O)c3ccc(Br)cc3)nnc12	0.2	1223	i	-8	1	1%	-6%	nt	nt	i	59	3.7	2.3	6.2	-2.6	1381
CCOC(=O)C1CCCCN1Cc1cn[nH]c1-c1ccc(F)cc1F (stereo not given)	-0.36	1402	i	27	0.6	-4%	1%	-10	713	i	44	3.9	2.6	0.5	0.2	1003
Cc1ccc(NC(=O)CSc2nnc(Cc3cccn3C)n2-c2ccc(F)cc2)cc1	0.33	1475	nt	nt	1.1	2%	7%	3	674	i	38	3.7	1.8	9.7	1.0	1094
O=C1C2C3C=CC(C3)C2C(=O)N1c1nccs1 (stereo not given)	0.39	1980	i	-2	1.1	14%	17%	-24	667	i	38	3.8	1.8	6.4	0.5	995
CCCCOC(=O)c1ccc(NC(=O)c2cnc3n(c2=O)CCS3)cc1	1.2	1496	i	18	1	2%	2%	nt	nt	i	25	3.9	2.7	11	0.5	1415
O=[N+]([O-])c1cc(C(F)(F)F)cc([N+](=O)[O-])c1Sc1n[nH]c(C(F)(F)F)n1	0.75	1551	nt	nt	nt	nt	nt	18	738	i	21	nt	nt	nt	0.5	1292
O[C@@H]1COC(Nc2ccc(N=Nc3ccccc3)cc2)C[C@@H]1O (stereo not given in full)	-0.53	1016	nt	nt	nt	nt	nt	2	751	i	48	nt	nt	nt	-1.0	1298
O=c1c([N+](=O)[O-])c(N2CCCCCC2)c2ccccc2n1-c1ccccc1	-0.06	1864	i	-23	1	8%	18%	3	620	i	46	4.2	1.4	7.1	0.2	989
CCN=c1scc(C)n1/N=C/c1cc(Br)c(O)c(OC)c1	-1.2	1169	i	0	1	8%	-5%	-13	796	i	10	1.9	1.5	11	-0.3	1055
CC1CCc2nc(NC(=O)c3ccc(S(=O)(=O)N4CCCc5ccccc54)cc3)sc2C1 (stereo not given)	-1.6	865	i	-8	1.1	0%	4%	nt	nt	i	36	0.8	1.6	6.0	1.8	1387
CC(C)Cn1c(-c2ccccc2F)n[nH]c1=S	1.3	1256	i	12	0.5	-16%	-5%	11	765	i	47	2.1	2.7	5.8	0.3	1031
CCc1nc2sc3c(c2c(=O)n1N)CC(C)(C)OC3	-0.85	1178	i	9	1.1	-2%	-2%	-3	716	i	63	3.3	2.9	5.4	nt	nt
Cc1cccc(NC(=O)CCc2c(C)nc3ncnn3c2C)n1	-0.03	937	i	-7	1.1	6%	0%	-2	788	i	15	1.7	2.5	8.8	-0.9	1163
O=S(=O)(N/N=C/c1ccc2c(c1)OCCO2)c1ccccc1	1.5	1233	i	-15	1.1	-4%	-3%	nt	nt	i	37	3.3	1.5	5.4	-1.2	1392
O=C1CC(c2cccc(F)c2)c2c(c3ccccc3[nH]c2=O)O1 (stereo not given)	0.89	1004	i	17	1.1	1%	-11%	3	756	i	42	2.6	1.5	4.6	4.4	960

One compound at a time, from the list above. Order of values: Insulin prom up | Insulin prom up cell count | Autophagy HCS | Autophagy HCS cell loss 18 h | TNAP activation fold | PMI inhibition | human PMI inhibition | Lipid droplet | Lipid droplet cells 6.5 µM | T cell modulator | T cell modulator vesicle-bound % | MT stabilize HCS | MT stabilize HCS Hoechst-high % | MT stabilize HCS cytotoxicity % | b-catenin transl | b-catenin transl cell count 5 µM
Cc1cccc(NC(=O)CCc2c(C)nc3ncnn3c2C)n1 as listed: -0.03 | 937 | i | -7 | 1.1 | 6% | 0% | -2 | 788 | i | 15 | 1.7 | 2.5 | 8.8 | -0.9 | 1163
O=[N+]([O-])c1cc(C(F)(F)F)cc([N+](=O)[O-])c1Sc1n[nH]c(C(F)(F)F)n1 as listed: 0.75 | 1551 | nt | nt | nt | nt | nt | 18 | 738 | i | 21 | nt | nt | nt | 0.5 | 1292
